# Platelet DG rel: platelet dense granule release activity; AID 1663; human platelet-rich plasma, SFLLRN dense granule ATP release, luminescence; inhibition, %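 (compounds screened at 7.5 µM in platelet-rich plasma)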; hit rate 0.22% among 300,000;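 active = mean replicate score, as percent of positive control, at or above 50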
# TRPC4 potent: allosteric potentiators of mouse TRPC4 channel; Q9QUQ5; HEK293 TRPC4beta/mu-opioid, DAMGO EC20, Fluo-4 Ca2+ flux; active compounds read high; B-score at 10 µM; hit rate 0.42% among 310,000; AID 2227;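 active = B-score of calcium response area above 5 SD of library B-scores, with initial fluorescence ratio within 5 SD of library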;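 note: B-score of integrated fluorescence ratio over time as area under calcium response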
# TRPC4 block: TRPC4 (mouse) channel inhibition; hit rate 0.39% among 300,000; HEK293 TRPC4beta/mu-opioid, DAMGO-evoked Fluo4 calcium flux; active compounds read low; B-score at 10 µM;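 active = B-score over 3 SD under the library average, no early fluorescence shift, positive overall ratio signal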
#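 Assay system: HEK293 cells with stable TRPC4beta plus mu-opioid receptor expression; Probe or stimulus: DAMGO in two steps, submaximal then maximal; Dosing: single-point compound dosing; Measured by: Fluo4 calcium-dye fluorescence, kinetic read; Read-out basis: B score from integrated Fluo4 fluorescence ratio.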
# TRPC4 act: TRPC4 (mouse) channel activation | Q9QUQ5 | HEK293 TRPC4beta/mu-opioid, Fluo4 calcium fluorescence; active compounds read high | B-score at 10 µM | hit rate 0.49% among 310,000 | AID 2237;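 active = B-score above 5 SD of library B-scores, and initial fluorescence ratio not above library mean plus 5 SD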;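 note: positive B-score marks a calcium rise read as TRPC4 activation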
#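 Material: TRPC4beta and mu-opioid receptor HEK293 stable cells | Incubation: 45 min room-temperature Fluo4 loading, 110 s read | Detection: Kinetic Fluo4 calcium fluorescence | Measure: Integrated baseline-normalised fluorescence ratio, converted to per-well B score | Benchmarks: Low control buffer alone, high control maximal DAMGO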
# KCNK3 inh: human KCNK3 channel inhibition, primary screen | CHO-KCNK3 thallium flux, FluxOR fluorescence; active compounds read low | hit rate 0.84% among 340,000 | B-score at 10 µM | O14649 | AID 602410;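 active = B-score under library mean minus 4 SD, starting fluorescence ratio at most library mean plus 5 SD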;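 note: more negative B-score means stronger inhibition of thallium flux through KCNK3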
# Target sequence (O14649 whole entry, looked up): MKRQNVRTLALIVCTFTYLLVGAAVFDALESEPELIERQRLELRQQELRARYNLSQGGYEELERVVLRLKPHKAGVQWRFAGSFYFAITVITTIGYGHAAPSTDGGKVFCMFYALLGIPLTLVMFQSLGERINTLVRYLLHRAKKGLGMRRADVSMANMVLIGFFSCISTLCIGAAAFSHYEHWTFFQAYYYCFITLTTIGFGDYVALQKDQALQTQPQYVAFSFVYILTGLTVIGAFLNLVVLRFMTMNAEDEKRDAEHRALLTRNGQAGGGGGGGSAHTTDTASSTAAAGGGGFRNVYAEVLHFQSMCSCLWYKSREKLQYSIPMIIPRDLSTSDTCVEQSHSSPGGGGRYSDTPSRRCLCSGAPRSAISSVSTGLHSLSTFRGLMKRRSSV
# PolyA inhibitor: blocks polyadenylation in yeast reporter cells | S. cerevisiae SKY197-pL101 polyadenylation reporter, beta-gal luminescence; efflux-impaired pdr1/pdr3 knockout yeast; score 100 = 6 SD above DMSO | calls only at 12 µM | hit rate 0.02% among 300,000 | AID 1875;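 active = lowest replicate activity score at least 50, where 100 means six control SD above control mean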;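 note: yeast exposed to compound for 9 h at 30 °C; higher score means more reporter readthrough which indicates perturbed polyadenylation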
# KCNQ1 pot: human KCNQ1 channel potentiation or activation | P51787 | AID 2648 | CHO-K1 KCNQ1, thallium flux FluxOR fluorescence; active compounds read high | hit rate 0.35% among 310,000 | B-score at 10 µM;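 active = fluorescence ratio B-score, a plate-corrected score, at least three library SD, with initial intensity B-score within 5 SD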
#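 Assay system: stable KCNQ1 CHO-K1 line; medium: assay buffer, equal DMSO in all wells; timing: 90 min dye loading and 20 min compound exposure, both at room temperature; technique: kinetic FluxOR thallium fluorescence, 10-s 1-Hz baseline, 110-s post-stimulus read; read-out basis: B score of baseline-normalized fluorescence ratio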
# hERG rescue: compounds protecting human hERG from proarrhythmic drug block; Q12809; CHO-hERG, FluxOR thallium flux, dofetilide IC70 present; activation (rescue from dofetilide block), less the hit threshold, % at 10 µM; hit rate 0.51% among 310,000; AID 1511;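 active = activation above the mean of controls blocked by dofetilide plus 5 SD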;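 note: thallium influx through hERG after potassium depolarization seen as dye fluorescence rise; in these data hits start at about 4.7%; inactives centre near -7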
# DYRK1A inh: blocks rat Dyrk1A kinase activity; inhibition, % at 12.5 µM; Q63470; ADP-Glo luminescence, NFATc1 peptide; hit rate 0.43% among 310,000; in the data active = inhibition above about 50%;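 note: plate controls were vehicle with enzyme for no effect and no enzyme for full effect; many of its hits are not listed in these tables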
# KCNK9 inh: inhibitors of human KCNK9 two-pore domain potassium channel; HEK293 KCNK9, FluxOR thallium flux fluorescence; active compounds read low; B-score at 10 µM; hit rate 1.2% among 310,000; AID 488922;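 active = ratio B-score over 3 SD below the library mean, with starting fluorescence within 5 SD of its mean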;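 note: negative B-score means less thallium flux so channel inhibition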
# Target sequence (Q9NPC2 whole entry, looked up, the tested form may be a part): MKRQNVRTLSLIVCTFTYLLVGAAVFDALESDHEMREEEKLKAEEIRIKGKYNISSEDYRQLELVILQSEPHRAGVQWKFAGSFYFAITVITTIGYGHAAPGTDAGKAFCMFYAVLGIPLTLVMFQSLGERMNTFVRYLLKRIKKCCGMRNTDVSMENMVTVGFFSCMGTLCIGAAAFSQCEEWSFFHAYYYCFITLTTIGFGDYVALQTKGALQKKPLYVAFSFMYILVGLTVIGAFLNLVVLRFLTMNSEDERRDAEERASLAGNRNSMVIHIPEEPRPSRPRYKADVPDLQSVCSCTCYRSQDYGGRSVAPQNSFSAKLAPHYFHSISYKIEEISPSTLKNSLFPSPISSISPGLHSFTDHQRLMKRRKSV
# KCNQ1 block: inhibitors of human KCNQ1 potassium channel. P51787. CHO-K1 KCNQ1, FluxOR thallium flux fluorescence; active compounds read high. B-score at 10 µM. hit rate 1.3% among 310,000. AID 2642;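 active = compounds whose thallium flux B-score, printed positive for inhibition, exceeds three library SD while starting fluorescence stays within three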;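 note: channel opened by potassium depolarization with thallium stimulus after 20 min compound exposure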
# * marks the source's active call; other numbers are inactive results; i = inactive; · = no result given.
# Values run as follows: KCNK9 inh, PolyA inhibitor, hERG rescue, TRPC4 potent, Platelet DG rel, TRPC4 block, DYRK1A inh, KCNK3 inh, KCNQ1 pot, TRPC4 act, KCNQ1 block
O=C(CSc1nnc(CNc2ccc(F)cc2)n1Cc1ccco1)N1CCCC1
 : i, i, -11, i, 5, i, -9, i, i, i, i
COc1ccc(-c2cc(-c3cccnc3)c(C#N)c(N)n2)cc1
 : i, i, -3, i, -2, i, 2, i, i, i, i
CCN(CC)C(=O)CSc1nc(N)c(C#N)c(-c2cccs2)c1C#N
 : i, i, 3, i, -8, i, 3, i, i, i, i
CCN(Cc1ccccc1)C(=O)Cn1c(=O)oc2ccccc21
 : i, i, -6, i, -6, i, 1, i, i, i, i
OCc1nc2ccccc2n1CC(O)COc1ccccc1 (centres undefined)
 : i, i, -17, i, 4, i, -3, i, i, i, i
COCCNc1nc2c(c(=O)n(C)c(=O)n2C)n1Cc1cccc(C(F)(F)F)c1
 : i, i, -11, i, 1, i, 4, i, i, i, i
CCCCNC(=O)CCC(=O)N1CCN(C(c2ccccc2)c2ccccc2)CC1
 : i, i, -21, i, -5, i, -2, i, i, i, i
O=C(COC(=O)C1CC1)Nc1ccc2[nH]c(=O)[nH]c2c1
 : i, i, -13, i, -1, i, 14, i, i, i, i
O=C(Nc1ccccc1C(=O)Nc1ccccc1C(=O)O)c1ccccc1
 : i, i, -11, i, -10, i, 36, i, i, i, i
COc1ccc(/C=C/C(=O)NCCc2ccc(OC)c(OC)c2)cc1
 : i, i, -3, i, -3, i, -3, i, i, i, i
CC(C)NC(=O)CN(C)S(=O)(=O)c1ccc(F)cc1
 : i, i, -9, i, 0, i, 0, i, i, i, i
CN(Cc1cccc(Cl)c1)C(=O)C1CCN(C(=O)Nc2ccccc2)CC1
 : i, i, -9, i, 2, i, 22, i, i, i, i
O=S(=O)(NC1=NCCCCC1)c1ccc(Cl)cc1
 : i, i, 0, i, 0, i, ·, i, i, i, i
CCN1C(=O)c2cccc3c(S(=O)(=O)NCc4ccco4)ccc1c23
 : i, i, -14, i, -2, i, 6, i, i, i, i
c1coc(-c2nc3c([nH]2)CCc2nonc2-3)c1
 : i, i, -4, i, 4, i, 11, i, i, i, i
CC(=O)c1c(COC(=O)c2ccccc2)nc2ccccc2[n+]1[O-]
 : i, i, -2, i, 1, i, 6, i, i, i, i
Clc1ccc(CNC23CN4CN(CN(C4)C2)C3)c(Cl)c1
 : i, i, -9, i, 9, i, 3, i, i, i, i
O=S(=O)(c1ccccc1)N1CCN(c2ccnc3cc(Cl)ccc23)CC1
 : i, i, -16, 13*, -12, i, -5, -9.3*, i, i, i
O=C(Nc1cccnc1)c1ccc(Oc2ccccc2)cc1
 : i, i, -5, i, 17, i, -1, i, i, i, i
O=c1[nH]c(-c2ccc(F)cc2)nc2c1sc(=S)n2-c1ccccc1
 : i, i, -7, i, 1, i, -2, i, i, i, i
COCCOC(=O)c1c(C)oc2cc(Br)c(OCC(N)=O)cc12
 : i, i, -9, i, -1, i, 31, i, i, i, i
CC(C)c1ccc(-c2nnn(Cc3nc4ccccc4s3)n2)cc1
 : i, i, -10, i, 1, i, -2, i, i, i, i
Cc1nc2ccccc2c2c1C(=O)N(C(C)C)C2=O
 : i, i, -9, i, -9, i, 3, i, i, i, i
Cc1cc(C)cc(NC(=O)C(c2ccccc2)N2CCCC2)c1 (centres undefined)
 : i, i, -4, i, 3, i, 2, i, i, i, i
CN(C)c1ccc(/C=N/n2c(-c3ccccc3Br)n[nH]c2=S)cc1
 : i, i, -3, i, -20, i, 15, i, i, i, i
Cc1ccc(OCC(=O)N2CCN(S(=O)(=O)c3ccc(Cl)cc3)CC2)c([N+](=O)[O-])n1
 : i, i, -9, i, -4, i, -2, i, i, i, i
CCN(CC)S(=O)(=O)c1ccc(C(=O)OCn2c(SC)nnc(C)c2=O)cc1
 : i, i, -8, i, 10, i, 3, i, i, i, i
COc1ccc(NC(=O)c2ccc([N+](=O)[O-])o2)cc1
 : i, i, -3, i, 10, i, -2, i, i, i, i
CCNC(=O)CC1C(=O)N(c2ccc(F)cc2)C(=O)N1CCc1sccc1C (centres undefined)
 : i, i, -5, i, -7, i, -3, i, i, i, i
O=C(CSc1nc2ccccc2c(=O)n1CCCN1CCOCC1)Nc1cccc(S(=O)(=O)N2CCCCCC2)c1
 : i, i, -13, i, 7, i, 6, i, i, i, i

# The final two records of the part before lead into the next:
# Values run as follows: KCNK9 inh, PolyA inhibitor, hERG rescue, TRPC4 potent, Platelet DG rel, TRPC4 block, DYRK1A inh, KCNK3 inh, KCNQ1 pot, TRPC4 act, KCNQ1 block
CCNC(=O)CC1C(=O)N(c2ccc(F)cc2)C(=O)N1CCc1sccc1C (centres undefined)
 : i, i, -5, i, -7, i, -3, i, i, i, i
O=C(CSc1nc2ccccc2c(=O)n1CCCN1CCOCC1)Nc1cccc(S(=O)(=O)N2CCCCCC2)c1
 : i, i, -13, i, 7, i, 6, i, i, i, i
Clc1ccc2oc(-c3ccccn3)nc2c1
 : i, i, 0, i, 3, i, 2, i, i, i, i
O=C(NC(=S)N1CCN(C2CCCCC2)CC1)c1ccccc1
 : i, i, -9, i, -2, i, 5, i, i, i, i
O=C(NCc1ccccn1)c1cc(-c2ccccc2)on1
 : i, i, 0, i, 1, i, 1, i, i, i, i
Cc1ncc([N+](=O)[O-])n1CCOC(=O)c1ccccc1
 : i, i, -5, i, 3, i, 0, i, i, i, i
COc1ccc(-c2noc(CCC(=O)N3CCC(C)CC3)n2)cc1
 : i, i, -12, i, 4, i, 4, i, i, i, i
Cc1ccc(C)c(-n2cc(CNC(C)Cn3cncn3)c(-c3ccccc3)n2)c1 (centres undefined)
 : i, i, -11, i, 10, i, -6, i, i, 66*, i
COC(=O)CN1C(=O)N/C(=C/c2cc(Cl)c(OC)c(OC)c2)C1=O
 : i, i, -5, i, -16, i, 0, i, i, i, i
CN1CCN(C(=O)c2cc(COc3ccc(F)cc3Cl)on2)CC1c1ccccc1 (centres undefined)
 : i, i, -12, i, 3, i, -2, i, i, i, i
S=C(NCc1ccco1)Nc1ccc(Br)cc1Cl
 : i, i, -12, i, -6, i, 5, i, i, i, i
CN1C(=O)CC(N2CCN(CC(N)=O)CC2)C1=O (centres undefined)
 : i, i, -9, i, 6, i, -2, i, i, i, i
COc1ccc(-c2cnn3cc(-c4cccc(Cl)c4)cnc23)cc1
 : i, i, -5, i, -3, i, -6, i, i, i, i
O=C(/C=C/c1c(F)cccc1Cl)c1ccc(F)cc1
 : i, i, -2, i, 1, i, -40, i, i, i, i
O=C(Nc1ccon1)Nc1cccc(Cl)c1Cl
 : i, i, -3, i, -2, i, 4, i, i, i, i
COc1cc(/C=N/Nc2ncc(C(F)(F)F)cc2Cl)cc(OC)c1O
 : i, i, -13, i, 14, i, 12, i, i, i, i
Cc1c(NCc2nc3ccccc3[nH]2)c(=O)n(-c2ccccc2)n1C
 : i, i, -3, i, 2, i, 2, i, i, i, i
O=C(NCCc1cccc(F)c1)/C(=C/c1cccnc1)NC(=O)c1ccccc1
 : i, i, -10, i, 5, i, -81, i, i, i, i
O=C(COC(=O)CSc1nnc(-c2ccc(Cl)cc2)o1)Nc1cc(Cl)ccc1Cl
 : i, i, -6, i, 9, i, -2, i, i, i, i
CC(OC(=O)Cc1c(F)cccc1Cl)C(=O)NCCC1=CCCCC1 (centres undefined)
 : i, i, -14, i, -1, i, -5, i, i, i, i
COC(=O)c1ccc(S(=O)(=O)N2Cc3ccccc3C2)cc1
 : i, i, -2, i, -8, i, -1, i, i, i, i
Cc1ccc(Cl)c(OCC(=O)OCC(=O)NC2CCCc3ccccc32)c1 (centres undefined)
 : i, i, -3, i, 2, i, -33, i, i, i, i
COc1cc(CNCCc2c[nH]c3ccccc23)ccc1OCc1ccc(F)cc1
 : -7.6*, i, -27, i, 1, i, 24, i, i, i, i
CCOc1ccc(N2C(=O)c3cccnc3C2Nc2ccc(C)c(C)c2)cc1 (centres undefined)
 : i, i, -11, i, -6, i, 7, i, i, i, i
Cc1cccc(-n2c(C)cc(C(=S)N3CCOCC3)c2C)c1C
 : i, i, -12, i, 0, i, -2, i, i, i, i
CC1CCN(C(=O)/C(=C\c2ccccc2F)NC(=O)c2ccccc2)CC1
 : i, i, -5, i, 6, i, -4, i, i, i, i
C/C=C/c1ccc(OCCCCN2CC(C)CC(C)C2)c(OC)c1 (centres undefined)
 : i, i, -11, i, 0, i, -9, i, i, i, i
CCOc1ccc(-c2nc(N)ncc2Oc2ccccc2Br)c(O)c1
 : i, i, -9, i, -3, i, 9, i, i, i, i
CN(C)/N=C1\CCS(=O)(=O)c2sccc21
 : i, i, -2, i, -7, i, 2, i, i, i, i
N#CCC(=O)N/N=C/c1cc([N+](=O)[O-])ccc1N1CCOCC1
 : i, i, -6, i, 1, i, 4, i, i, i, i
CNC(=S)N1CCN=C1Nc1nc(C)cc(C)n1
 : i, i, -8, i, 1, i, 2, i, i, i, i
Cc1ccnc(Nc2nc(-c3sc(C)nc3C)cs2)c1
 : i, i, -16, i, 11, i, 17, i, i, i, i
CN(Cc1cccs1)C(=O)c1ccc(S(=O)(=O)NCc2ccco2)cc1
 : i, i, -1, i, 5, i, 15, i, i, i, i
CS(=O)(=O)Nc1ccc(S(=O)(=O)N2CCCCCC2)cc1
 : i, i, -4, i, 8, i, -6, i, i, i, i
COc1cc2nc(CN3CCN(S(=O)(=O)c4ccc(C)c(C)c4)CC3)[nH]c(=O)c2cc1OC
 : i, i, -6, i, 9, i, -4, i, i, i, i
C=CCn1c(SCc2nc3cc(C(F)(F)F)ccc3c(=O)[nH]2)nc2sc(CC)cc2c1=O
 : i, i, -6, i, -12, i, -5, i, i, i, i
CCNC(=O)/C=C1\NC(C)(C)Cc2c1ccc1ccccc21
 : i, i, -9, i, 1, i, 9, i, i, i, i
CC(=C\C(=O)O)/C(=C/c1ccco1)C(=O)O
 : i, i, -10, i, -3, i, -1, i, i, i, i
Cc1ccc(S(=O)(=O)Nc2cc(-c3nn(C)c(=O)c4ccccc34)ccc2N2CCOCC2)cc1
 : i, i, -8, i, -4, ·, ·, i, i, i, i
CCOC(=O)c1oc2ccc(CNC(C)(C)C)c(Cl)c2c1C
 : i, i, -2, i, -2, i, 0, i, i, i, i
Cc1nn(Cc2ccc(Cl)cc2)c(C)c1NC(=O)CSc1nc2c(c(C(F)(F)F)n1)CCc1ccccc1-2
 : i, i, -17, i, 10, i, 4, i, i, i, i

# The list is partial; rates above refer to the full screens.
